UHRF1 binding: UHRF1 methyl-DNA binding inhibition; UHRF1 binding to methylated oligo, TR-FRET; inhibition, % at 4.4 µM; 370,000 tested, 0.75% active; AID 687016; in the data active = inhibition above about 21%;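 note: UHRF1 SRA domain binding a hemimethylated CpG hairpin DNA probe; 0% = median of test compound wells and 100% = reference inhibitor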
PRMT1 inh: blocks human protein arginine methyltransferase 1; Q99873; recombinant PRMT1, activity-based probe fluorescence polarization; inhibition, % at 2.79 µM; 370,000 tested, 1.3% active; AID 652257;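 active = inhibition above about 21% made by adding two undisclosed values, limit read from the data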
GC-B act: GC-B (human) receptor activation; 370,000 tested, 0.11% active; P20594; activation, % at 10 µM; HEK293-GC-B cells, CNP EC30, cGMP TR-FRET; 0% at EC30 CNP, 100% saturating CNP;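 active = activation at 10 µM reaching about 35% in either raw or pattern-adjusted values, limit read from the data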
mABHD4 FP: inhibits mouse alpha/beta hydrolase domain 4; inhibition, % at 8.92 µM; AID 720543; Q8VD66; purified mABHD4, FP-Rh probe fluorescence polarization; 370,000 tested, 0.54% active;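 active = inhibition exceeding the mean over every tested compound plus 3 SD, cut at about 30% in these data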;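 note: 0% = plate median of compound wells and 100% = S159A mutant with DMSO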
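assay system = mABHD4 protein | compound dosing = single nominal dose of 8.92 µM, 0.89% DMSO final | read-out basis = percent inhibition of probe binding, normalized to plate controls | schedule = Enzyme–compound pre-incubation 45 min, then probe 60 min, both 25 °C | detection = fluorescence polarization, excitation 525 nm, emission 598 nm, BODIPY TMR filters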
HTRA1 inh: HTRA1 (human) protease inhibition. Q92743. recombinant HTRA1, FP-rhodamine activity-based probe, fluorescence polarization. inhibition, % at 5.96 µM. 340,000 tested, 0.5% active. AID 504803; in the data active = inhibition above about 36%;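 note: 0% = enzyme with DMSO and 100% = wells lacking enzyme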
rCAG RNA binder: molecules binding r(CAG) RNA repeats; r(CAG) RNA repeat, TO-PRO-1 dye displacement fluorescence; AID 651821; 370,000 tested, 1.3% active; inhibition, % at 3 µM;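 active = inhibition above the plate cutoff, the mean of all test compounds on that plate plus 3 SD, cut at about 35% in these data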;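 note: 0% = DMSO alone and 100% = 100 µM mitoxantrone as full dye displacement; higher means more dye released from RNA so lower well fluorescence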
MBD2 inh: MBD2-methylated oligo binding inhibition. AID 686964. Q9UBB5. 370,000 tested, 0.31% active. TR-FRET, MBD2 binding to methylated oligonucleotide. inhibition, % at 4.4 µM; in the data active = inhibition above about 13%
Target sequence (Q9UBB5 whole entry, looked up): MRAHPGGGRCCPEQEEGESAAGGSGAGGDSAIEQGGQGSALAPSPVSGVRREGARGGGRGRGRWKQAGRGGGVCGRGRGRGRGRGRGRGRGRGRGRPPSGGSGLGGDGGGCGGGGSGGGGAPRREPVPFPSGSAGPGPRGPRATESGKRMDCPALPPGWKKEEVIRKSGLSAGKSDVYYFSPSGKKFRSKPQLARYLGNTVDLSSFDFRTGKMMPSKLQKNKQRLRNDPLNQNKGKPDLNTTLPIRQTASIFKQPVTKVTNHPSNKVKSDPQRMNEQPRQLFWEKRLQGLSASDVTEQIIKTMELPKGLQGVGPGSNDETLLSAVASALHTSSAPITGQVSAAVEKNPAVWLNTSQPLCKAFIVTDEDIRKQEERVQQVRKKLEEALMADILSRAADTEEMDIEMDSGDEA
TCR CD3 inh: inhibitors of human TCR-CD3 interaction. TAMRA-labeled TCR probe fluorescence, biochemical. inhibition, % at 9.4 µM. 360,000 tested, 0.37% active. AID 651800; in the data active = inhibition above about 19%;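 note: recombinant mutant TCR 2C K166C tagged with TAMRA read by polarization; 0% = receptor in buffer alone and 100% = receptor with positive control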
SIAE inh: human SIAE inhibition, primary screen; Q9HAT2; SIAE FP-Rh probe binding, fluorescence polarization; inhibition, % at 9.66 µM; 370,000 tested, 0.69% active; AID 1053197;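 active = inhibition above a cutoff: mean of compounds within the control limits plus 3 SD of those, cut at about 17% in these data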;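 note: 0% = plate median of compound wells and 100% = probe without SIAE protein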
Target sequence (Q9HAT2 whole entry, looked up): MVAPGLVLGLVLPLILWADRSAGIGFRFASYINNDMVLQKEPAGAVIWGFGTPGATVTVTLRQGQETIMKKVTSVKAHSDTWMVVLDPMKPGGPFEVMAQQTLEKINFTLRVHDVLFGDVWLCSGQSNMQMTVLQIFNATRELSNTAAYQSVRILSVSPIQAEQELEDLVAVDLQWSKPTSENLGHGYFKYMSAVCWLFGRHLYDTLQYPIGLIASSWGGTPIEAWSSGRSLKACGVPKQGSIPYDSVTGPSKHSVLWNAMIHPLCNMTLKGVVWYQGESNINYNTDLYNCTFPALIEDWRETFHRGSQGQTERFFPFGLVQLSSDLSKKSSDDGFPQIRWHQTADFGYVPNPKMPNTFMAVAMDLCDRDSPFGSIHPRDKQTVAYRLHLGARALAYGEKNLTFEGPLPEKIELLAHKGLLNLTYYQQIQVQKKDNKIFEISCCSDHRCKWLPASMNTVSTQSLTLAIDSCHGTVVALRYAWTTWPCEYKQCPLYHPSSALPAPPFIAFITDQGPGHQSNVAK
NPR1 activator: GC-A (human) enzyme activation; HEK293 GC-A cells, cGMP TR-FRET, EC30 ANP; 0% at EC30 ANP, 100% saturating ANP; activation, % at 10 µM; 370,000 tested, 0.14% active; in the data active = activation above about 40%
Active calls of the source: *; . = no result given.

SMILES	UHRF1 binding	PRMT1 inh	GC-B act	mABHD4 FP	HTRA1 inh	rCAG RNA binder	MBD2 inh	TCR CD3 inh	SIAE inh	NPR1 activator
CCCCN(C)C(=O)C1CCCN(S(=O)(=O)c2ccc3c(c2)oc(=O)n3C)C1 (centres undefined)	-2	-2	1	2	2	0	-1	-3	4	-1
FC(F)(F)c1cccc(NC(=S)N2CCN(c3ccccc3)CC2)c1	1	-3	1	-1	-1	0	-2	6	-5	5
Cc1nc(SCC(=O)NC2(C#N)CCCC2)n(CC(C)C)c1C	-2	3	0	13	-1	-6	3	2	5	-1
COCCNc1oc(-c2ccccc2Cl)nc1S(=O)(=O)c1ccc(C)cc1	2	5	4	-6	-15	1	-6	-1	-4	4
CC1CCN(S(=O)(=O)c2ccc3c(c2)c(=O)c(C(=O)NCc2ccco2)cn3C)CC1	0	-5	-5	-1	-2	3	-3	4	-3	0
O=C(Nc1ccc(S(=O)(=O)N2CCCC2)cc1)C1CC(=O)N(c2ccc(F)cc2)C1 (centres undefined)	-2	0	1	-2	1	3	-2	0	-5	-2
CC(C)=CCN1CCN(Cc2cn[nH]c2C2CCCCC2)CC1CCO (centres undefined)	1	-4	-4	0	.	-8	-3	8	9	-3
Cc1cccc(Nc2c(-c3ccc(O)cc3)nc3ncccn23)c1	0	1	-6	4	-7	-3	-5	2	10	24
NS(=O)(=O)CCCc1ccccc1	11	1	1	-5	0	1	3	1	-2	-1
O=S(=O)(NCc1csc(-c2ccccc2)n1)c1ccc(Cl)s1	2	6	2	-15	-26	3	8	4	-2	4
COc1cccc(-c2sc3ccc(OC)cc3c2-c2ccc(C(N)=O)cc2)c1	0	-2	-3	5	0	5	-4	-6	3	-3
C/C=C\C(=O)Nc1cccc(C2=NOC3(C2)C[C@@H](C(N)=O)N(C(=O)C2(C)CC2)C3)c1 (some centres undefined)	4	1	-2	-4	-3	5	3	7	-5	0
COc1ccc(CNC(=O)C(c2ccncc2)N(C(=O)Cc2cccs2)c2ccccc2C)cc1 (centres undefined)	-2	-4	-10	-3	-10	-5	-4	-1	0	-19
O=C(C[C@@H]1C[C@@H]2c3cc(NC(=O)c4ccc5c(c4)OCO5)ccc3O[C@@H]2[C@@H](CO)O1)NCc1cccnc1	1	5	6	-4	.	7	3	2	3	-1
CN(C)C=NCCn1c(N2CCOCC2)nc2c1c(=O)n(C)c(=O)n2C	-2	1	-2	2	0	2	-1	10	2	0
CCOc1ccc(CCNC(=O)C2CCN(S(=O)(=O)N3CCC(C)CC3)CC2)cc1OCC	-3	-2	0	4	3	-4	-5	5	-1	0
O=C(N/N=C/c1ccco1)C(O)C(O)C(=O)N/N=C/c1ccco1 (centres undefined)	-2	6	3	-1	0	1	5	-7	12	4
Cc1ccccc1Nc1nnc(C)c(=O)[nH]1	-2	-1	1	-8	16	-1	2	4	8	-3
Nc1n[nH]c(N)c1N=Nc1ccc(Cl)cc1Cl	-3	-3	-11	10	29	7	-5	1	7	11
Cc1cc(NS(=O)(=O)c2ccc(NC(=O)CSc3nc4sc(C)c(C)c4c(=O)n3Cc3ccco3)cc2)nc(C)n1	0	24*	-11	-43	.	68*	-6	.	-22	-2
O=C(Nc1ccc(F)c(S(=O)(=O)N2CCOCC2)c1)C1CCCCC1	-2	-1	-2	0	-3	0	-2	1	3	-1
COc1ccc(/C=C/C(=O)NCC(c2ccc(F)cc2)N2CCOCC2)cc1OC (centres undefined)	-5	-7	0	-4	-1	-4	-6	4	-3	-1
C=CCN1CC(O)=C(c2nc3ccccc3[nH]2)C1=N	0	-1	1	6	4	-3	-3	0	4	28
CC(C)(C)c1ccc(OCCNCc2ccccc2)cc1	4	-2	-4	13	2	-6	1	-2	-1	-5
O=S(=O)(NCCc1csc(-c2ccc(C(F)(F)F)cc2)n1)c1ccc2c(c1)OCCO2	-2	0	1	-17	-48	1	3	-1	-9	1

(further entries)
SMILES	UHRF1 binding	PRMT1 inh	GC-B act	mABHD4 FP	HTRA1 inh	rCAG RNA binder	MBD2 inh	TCR CD3 inh	SIAE inh	NPR1 activator
COc1ccc(CNC(=O)COC(=O)c2cc(S(=O)(=O)N3CCOCC3)ccc2O)cc1OC	1	-2	5	-2	-5	5	-4	4	0	-2
CN1C(=O)CC(C(=O)O)SC1=Nc1cc(Cl)c(O)c(Cl)c1 (centres undefined)	0	0	1	7	5	3	-7	1	7	-3
Cc1nc2ccccc2c(=O)n1NC(=O)c1ccc(Cl)c(Cl)c1	-1	-4	1	0	6	2	-6	1	14	1
CC1C=CC(C)C(C(=O)O)C1C(=O)O (centres undefined)	16	0	6	0	-1	5	5	4	3	0
COc1ccc(CCN=C(N)NS(=O)(=O)c2ccc(C)c(C)c2)cc1OC	1	-1	1	0	4	-3	2	4	2	2
O=C1c2ccccc2-c2c1cccc2C(=O)N1CCCCCC1	0	-2	1	0	-3	-6	-2	5	4	0
CC1=Nc2cc(C(=O)NCCCN3CCOCC3)ccc2Sc2c(C)ccc(C)c21	-1	1	6	9	-10	-7	1	3	5	1
Cc1cccc(CCNC(=O)c2cc(S(=O)(=O)N3CCCC3)cn2C)c1	-1	-6	-3	-26	-6	0	2	0	-5	-1
O=C(Nc1ccc2c(c1)OCCO2)c1ccc(Br)o1	-2	-3	7	-6	-4	3	1	2	5	-1
CCOc1ccccc1CNC(=O)Cn1ccc2cc(S(=O)(=O)N3CCCCCC3)ccc21	0	1	1	-4	-21	3	1	-1	-2	3
Cc1ccc(-c2csc(NC(=O)CSc3nc4ccccc4c(=O)n3CCCN(C)C)n2)cc1	-4	5	0	-4	-22	16	-3	-2	12	6
CC1(C(=O)NS(=O)(=O)Cc2cccc(Cl)c2)CCN1C(=O)C1CCCCC1 (centres undefined)	1	-2	6	-1	.	9	-1	0	-3	1
COC(=O)[C@]1(Cc2ccccc2)N[C@H](CN(C)C(=O)Nc2ccc(Cl)cc2)[C@@H]2C(=O)N(Cc3ccccc3)C(=O)[C@@H]21	0	1	-4	-1	-7	4	-1	-1	-6	-16
COc1ccc(C(=O)CSc2nnc(-c3cccnc3)n2Cc2ccco2)cc1	0	-1	-3	8	-4	-1	0	4	7	-1
COc1ccc(CCNC(=O)CCC(=O)N2CCOc3ccc(Cl)cc32)cc1OC	0	5	-8	-7	-2	-2	-4	-3	0	-4
NC(=O)c1cc(S(=O)(=O)N2CC=C(c3ccccc3)CC2)cs1	-1	1	-2	-3	0	3	1	-3	-2	-1
CCCC(=O)Nc1ccc(NC(=S)NC(=O)c2cccs2)cc1	-2	-2	2	-3	-13	-2	-3	-4	-1	-1
CCN1CCN(C(c2cc3cc4c(cc3[nH]c2=O)OCO4)c2nnnn2C(C)(C)CC)CC1 (centres undefined)	2	1	2	1	3	3	1	-1	5	5
Nc1cc(C(=O)OCC(=O)Nc2ccc(N3CCOCC3)cc2)ccc1Cl	-1	-4	-7	0	-4	1	0	7	0	1
O=C(COC(=O)C1C2CC3OC(=O)C1C3C2)Nc1ccc(F)cc1 (centres undefined)	-2	-4	2	1	3	0	-2	0	2	4
Cc1ccc(NC(=S)NNC(=O)Nc2ccccc2)cc1	0	1	1	3	3	6	-3	8	2	-2
CC1(C(=O)Nc2ccc3[nH]ncc3c2)CCN1C(=O)C/C=C/c1ccccc1 (centres undefined)	3	4	-4	1	.	4	3	-4	1	-4
COc1ccc(C(C)C)cc1-c1ccc2nncn2c1	42*	3	1	1	.	0	6	-2	5	4
Cc1ccc(CC(=O)N(Cc2ccccc2)c2ccccn2)cc1	1	-1	-2	4	-3	-4	2	2	-4	-3
C[C@]12CCC(O)CC1CCC1C2CC[C@]2(C)C(c3cc(C(F)(F)F)n[nH]3)CCC12 (some centres undefined)	2	3	-5	-2	-25	-3	3	-1	-11	-8

Complete entries, looked up by structure. Screens in order: UHRF1 binding, PRMT1 inh, GC-B act, mABHD4 FP, HTRA1 inh, rCAG RNA binder, MBD2 inh, TCR CD3 inh, SIAE inh, NPR1 activator
CC1C=CC(C)C(C(=O)O)C1C(=O)O (centres undefined) as listed: 16, 0, 6, 0, -1, 5, 5, 4, 3, 0
Cc1ccc(CC(=O)N(Cc2ccccc2)c2ccccn2)cc1 as listed: 1, -1, -2, 4, -3, -4, 2, 2, -4, -3
CC1(C(=O)NS(=O)(=O)Cc2cccc(Cl)c2)CCN1C(=O)C1CCCCC1 (centres undefined) as listed: 1, -2, 6, -1, ., 9, -1, 0, -3, 1
CC1(C(=O)Nc2ccc3[nH]ncc3c2)CCN1C(=O)C/C=C/c1ccccc1 (centres undefined) as listed: 3, 4, -4, 1, ., 4, 3, -4, 1, -4
COc1ccc(CCN=C(N)NS(=O)(=O)c2ccc(C)c(C)c2)cc1OC as listed: 1, -1, 1, 0, 4, -3, 2, 4, 2, 2

Other structures follow.
SMILES	UHRF1 binding	PRMT1 inh	GC-B act	mABHD4 FP	HTRA1 inh	rCAG RNA binder	MBD2 inh	TCR CD3 inh	SIAE inh	NPR1 activator
O=C(NCCC1=CCCCC1)C1CCN(S(=O)(=O)c2ccc(Cl)s2)CC1	-1	3	-6	-6	.	1	2	.	-2	4
COc1cc(OC)cc(C(=O)Nn2cc(C(=O)Nc3ccccc3F)c3ccccc3c2=O)c1	-2	-3	-2	-16	-54	13	3	-5	-1	0
COc1ccc(-c2[nH]n(-c3ccc([N+](=O)[O-])cc3)c(=O)c2C=NCc2ccncc2)cc1	-7	-2	-12	3	-18	21	3	-1	4	12
COc1cc(/C=N/NC(N)=O)c(Br)cc1OCC(=O)Nc1ccccc1C	-1	-2	-2	4	-4	1	-4	4	1	0
CCCNC(=O)C(Cc1cccc(Cl)c1)NC(=O)c1ccc(C#N)cc1 (centres undefined)	2	-3	-2	2	-5	-6	-3	5	4	-4
CCOC(=O)Cc1nn(CC)c(=O)c2ccccc12	-1	0	5	-4	-3	-1	0	7	-1	1
CCCC(=O)Nc1ccc2c(c1)nc1n2CCN(C2CCCCC2)C1	0	-2	-2	7	-3	1	-4	6	2	8
CC1CCCN(C(=O)Cn2c3ccccc3c3nc4n(c(=O)c32)CCS4)C1 (centres undefined)	2	0	1	-8	1	-2	2	-2	2	-3
CCO[C@H]1OC(C(=O)N2CCN(Cc3ccccc3)CC2)=C[C@@H](c2ccc(C(F)(F)F)cc2)[C@@H]1CCCO	1	-1	-6	-2	-2	-8	1	11	4	-2
O=C1CCN(Cc2ccccc2)C=C1c1ccc(C(F)(F)F)cc1	-2	1	3	-5	-6	-1	2	2	12	-4
CCN(CC)CCN(C(=O)c1ccc2ccccc2c1)c1nc2cc3c(cc2s1)OCO3	2	-2	-4	1	-7	-2	-4	4	11	-5
COc1cc(NC(=O)OCc2ccccc2)c2ncccc2c1	6	5	-3	-25	-30	5	7	5	15	-5
N#Cc1c(Cc2cccc3ccccc23)nn(CCO)c1N	3	-5	-1	4	-11	-2	-2	7	6	1
Cc1ccc(/C=C/S(=O)(=O)NCC(=O)OCC(=O)NCc2ccccc2)cc1	3	5	-2	-4	-7	-1	0	-2	2	26
Cc1ccc(C2=NN(CC(=O)NCCC(C)C)C(=O)CC2)cc1	0	1	-3	5	0	2	0	5	0	3
CCOC(=O)c1nn(-c2ccccc2C)c2nc(-c3ccc(C)cc3)c(C#N)c(=O)n12	0	-3	0	-3	-1	0	0	-3	4	12
CC(C)CN(C(=O)CSc1nncs1)c1c(N)n(CC(C)C)c(=O)[nH]c1=O	-1	1	3	9	4	2	3	-2	-1	4
Cc1cc(C)n(C(=O)CNc2ccc(C)c(C)c2)n1	0	-3	-3	-2	-6	-1	-2	0	7	1
COC(=O)c1cc2occc2n1CC(=O)Nc1cc(OC)cc(OC)c1	-2	2	-19	2	-13	3	-3	9	-3	-40
O=C1c2ccccc2-c2onc3ccc(N4CCCC4)c1c23	23*	90*	-16	99*	91*	-256	1	111*	76*	1

Assay outcomes from PubChem BioAssay.

Only part of the results is shown; the hit share may differ from the screen's.
